Source: PubChem BioAssay
HT1080-NT tox – qHTS for induction of synthetic lethality in tumor cells producing 2HG: qHTS for the HT-1080-NT fibrosarcoma cell line; HT-1080-NT fibrosarcoma viability, CellTiter-Glo ATP luminescence, 48 h; AID 686970, 2013; 360,000 compounds, 1.6% hits; Potency, µM (series often up to 46.1 µM), without a hit: top-dose activity, negative = less viability, most hits filed as cytotoxic;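 further: NT is the 2HG producing partner of a matched IDH1 knockdown line; potency means the concentration at half of the fitted maximal effect; 0% = DMSO-treated cells and -100% = media-only wells without cells; nearly all actives have a fitted effect of over 55% in size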
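A 48-hour cytotoxicity screen used HT-1080-NT cells plated 2 hours before compound delivery. ATP-based CellTiter-Glo luminescence measured viability, normalized to DMSO and no-cell controls.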
IL-1B inflam inh – qHTS for Inhibitors of Inflammasome Signaling: IL-1-beta AlphaLISA Primary Screen; 360,000 compounds, 4.7% hits; activity change, % at 57.5 µM; THP-1 LPS/ATP IL-1B secretion, AlphaLISA, 16 h; hits give low values; AID 743279, 2014; in the data active means activity change below about -50%; inconclusive means mostly about -30% to -49%; further: on the % scale 0 is the no-effect control and ±100 the full control effect
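Secreted IL-1B measured by AlphaLISA bead assay after 16 h compound exposure of THP-1 cells; compounds (final up to 57.5 uM) added 1 h before LPS (250 ng/mL) and ATP (1.25 mM) stimulation; lower signal means less secretion.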
GLP1R cytotox – qHTS of GLP-1 Receptor Inverse Agonists: Cytotox Screen; 410,000 compounds, 0.13% hits; HEK293 cAMP-luciferase reporter cells, luminescence, 24 h; Potency, µM (series often up to 38.3 µM), for the others: top-dose activity change, negative = inhibition, usual class: inhibitors;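 further: loss of luciferase light is scored as toxicity; potency means the concentration at half of the fitted maximal effect; on the % scale 0 is the no-effect control and ±100 the full control effect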
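Cells in DMEM/10% Nu serum/1% pen-strep, 1536-well format. Pre-incubated 12 h, dosed with 23 nL compound, incubated a further 24 h. Luciferase detection, 12 min at room temp, luminescence.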
KB-V1 MDR tox – qHTS assay for MDR1-selective chemotherapeutics: Primary screen using the drug-selected MDR subline cells KB-V1; KB-V1 MDR cells viability, CellTiter-Glo, 72 h; Potency, µM (titrated, usually from 46.1 µM), for the others: at the highest dose activity change, negative = cytotoxicity, most hits filed as cytotoxic; 400,000 compounds, 3.4% hits; AID 1347076, 2019; further: potency means the concentration at half of the fitted maximal effect; on the % scale 0 is the no-effect control and ±100 the full control effect; nearly all actives have a fitted effect of over 60% in size
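Compound-treated KB-V1 multidrug-resistant cells, 72 h, 37 degrees C; viability by CellTiter-Glo. Fitted qHTS curves give the values.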
HT1080 IDH1KD tx – qHTS for induction of synthetic lethality in tumor cells producing 2HG: qHTS for the HT-1080-IDH1KD cell line; 360,000 compounds, 2% hits; Potency, µM (titrated, usually from 46.1 µM), for the others: top-dose activity, negative = toxicity, actives largely listed as cytotoxic; AID 686971, 2013; HT-1080 IDH1 knockdown viability, ATP luminescence, 48 h;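 further: potency means the concentration at half of the fitted maximal effect; 0% = DMSO wells and -100% = cell-free medium wells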
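IDH1KD HT-1080 cells, 750/well, RPMI + 5% FBS; compound pinned after 2 h settling; 48 h, 37 °C; CellTiter-Glo luminescence; % activity normalised to DMSO and no-cell wells; curves fitted, classed by r2 and efficacy.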
MCF10A rereplic – A quantitative high throughput screen for small molecules that induce DNA re-replication in MCF 10a normal breast cells; MCF 10A DNA re-replication, Hoechst nuclear intensity, 48 h; Potency, µM (top dose mostly 46.1 µM), inactives show at the highest dose activity, positive = re-replication, hits mostly activators; 350,000 compounds, 2.9% hits; AID 624296, 2012; further: potency means the concentration at half of the fitted maximal effect; % of control where 0% means no effect; nearly all actives have a fitted effect of over 50% in size
DRD3 agonist – qHTS of D3 Dopamine Receptor Agonist: qHTS | D(3) dopamine receptor (Homo sapiens), P35462 | max activation, % | D3R DiscoveRx beta-arrestin cells, luminescence, 90 min | 410,000 compounds, 0.58% hits; in the data active means max activation above about 30%; further: 0% is about no effect; mostly tested at two doses, the higher about 12 µM
Target sequence (P35462 whole entry, looked up): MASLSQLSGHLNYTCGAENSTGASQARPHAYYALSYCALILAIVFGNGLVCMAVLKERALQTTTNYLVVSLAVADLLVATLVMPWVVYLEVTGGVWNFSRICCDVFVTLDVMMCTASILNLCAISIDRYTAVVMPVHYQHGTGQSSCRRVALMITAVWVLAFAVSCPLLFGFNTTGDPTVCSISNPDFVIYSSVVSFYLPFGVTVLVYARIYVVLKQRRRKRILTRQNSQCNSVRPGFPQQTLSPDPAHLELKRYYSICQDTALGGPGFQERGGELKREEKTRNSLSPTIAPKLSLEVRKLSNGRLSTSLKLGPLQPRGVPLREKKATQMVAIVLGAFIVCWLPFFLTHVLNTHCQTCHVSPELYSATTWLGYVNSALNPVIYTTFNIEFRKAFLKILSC
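Agonist mode: compounds and dopamine controls were applied to plated cells for 90 min at 37 degrees C after an overnight attachment at 1500 cells/well. Luminescent read-out followed 30 - 60 minutes at room temperature with DiscoveRx detection reagent.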
SW480 rerep – A quantitative high throughput screen for small molecules that induce DNA re-replication in SW480 colon adenocarcinoma cells; 340,000 compounds, 1.8% hits; Potency, µM (titrated, usually from 46.1 µM), for the others: at the top dose re-replication activation, hits mostly activators; SW480 DNA re-replication, Hoechst DNA content imaging, 48 h; further: potency means the concentration at half of the fitted maximal effect; % of control where 0% means no effect; nearly all actives have a fitted effect of over 55% in size
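Image-based read-out: total Hoechst fluorescence of nuclei (405 nm excitation, 500-530 nm emission), with hits raising the fraction of high-intensity nuclei. SW480 colon cells incubated 48 hr with compounds at 37 C.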
KB-3-1 tox – qHTS assay for MDR1-selective chemotherapeutics: Primary screen using the parental adenocarcinoma cell KB-3-1. KB-3-1 viability, CellTiter-Glo ATP luminescence, 72 h. Potency, µM (top dose mostly 46.1 µM), for the others: at the top dose activity change, negative = cytotoxic, actives largely listed as cytotoxic. 400,000 compounds, 1.4% hits; further: potency means the concentration at half of the fitted maximal effect; on the % scale 0 is the no-effect control and ±100 the full control effect; nearly all actives have a fitted effect of over 60% in size
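Cells are dispensed, compounds pinned in, plates held at 37 °C for 72 h, then CellTiter-Glo is added and luminescence read after 10 minutes. Cell line: parental KB-3-1 in phenol-red-free DMEM, 10% FBS.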
* marks the source's active call; other numbers are inactive results; i = inactive; ? = inconclusive; nt = no result given; [ ] = another dose, or the depositor's remark. Unless noted, the call rests on the fitted dose curve; in most records, active means well fitted curve in the direction sought with a large enough effect; inconclusive means small, poorly fitted or top-dose-only effect, or another doubt; inactive means no such curve, though single readings can be large; an effect the other way counts as inactive or inconclusive.

SMILES	HT1080-NT tox	IL-1B inflam inh	GLP1R cytotox	KB-V1 MDR tox	HT1080 IDH1KD tx	MCF10A rereplic	DRD3 agonist	SW480 rerep	KB-3-1 tox
COc1ccc(C2c3ccc(O)cc3Oc3ncn4nc(-c5ccncc5)nc4c32)cc1OC (stereo not given)	-14.9%	-70.3*	8.4%	-10.0%	-0.4%	0.0%	14.4	?	-22.3%
O=C(CSc1n[nH]c(-c2ccccc2)n1)N1CCCC1	3.4%	9.2	-1.4%	-20.5%	8.2%	5.4%	4.1	0.4%	4.2%
Cc1cc(/C=C2/NC(=O)NC2=O)c(C)n1-c1cccnc1	-5.8%	-10.6	-6.7%[1.53 µM]	-20.9%	-11.9%	?	-3.0	0.5%	8.2%
CC(C)c1ccc(NC(=O)Cn2c(=O)n(Cc3nc(-c4ccccc4)no3)c(=O)c3cc4c(cc32)OCO4)cc1	nt	nt	-4.5%	-0.9%	nt	nt	-0.9	nt	-2.2%
COc1cc(S(=O)(=O)N2CCCCC2)ccc1NC(=O)c1ccc(F)cc1	-0.9%	0.0	1.2%	10.1%	-10.2%	0.1%	-0.9	-0.9%	7.8%
CC(NS(=O)(=O)c1ccc(Br)cc1)c1ccccc1 (stereo not given)	-22.8%	28.3	3.2%	-7.6%	-11.8%	-34.4%[inhibitor]	3.9	4.8%[1.84 µM]	12.3%
CN(CC(=O)Nc1ccccc1Cl)C(=O)c1ccccc1Sc1ccccc1C#N	0.8%	-2.8	-9.0%	1.9%	0.9%	13.6%	-12.3	-2.2%	-4.3%
C=CC[C@@H](CC(=O)N[C@H](CO)Cc1ccccc1)C(=O)N[C@H](COC(=O)[C@@H](CC=C)CC(=O)OC(C)(C)C)Cc1ccccc1	-18.1%	-52.0*	-9.9%	-17.6%	-22.3%	4.3%	2.8	45.7%[9.22 µM]	?
O=C(Nc1ccc(F)cc1)C1CCN(S(=O)(=O)c2cccs2)CC1	0.0%	-11.8	-34.2%	-12.5%	-13.6%	-1.6%	1.5	5.1%	-8.0%
Cc1ccc(NC(=O)CSc2nnnn2-c2ccc3c(c2)OCO3)cc1C	-7.0%	-16.9	?	-21.2%	-8.2%	16.4µM*	1.3	?	-0.8%
CCN(CC)S(=O)(=O)c1cc(C(=O)Nc2cccnc2Cl)ccc1Cl	-10.3%	42.9	-3.5%	?	-6.8%	3.7%	-2.6	-6.0%	-1.3%
O=C(NCCCN1CCCC1=O)C(=O)NCC1OCCCN1S(=O)(=O)c1cc(F)ccc1F (stereo not given)	3.7%	i	6.4%	6.1%	-0.8%	0.5%	3.5	-23.6%	-8.6%

Reprinted from the part before: 3 compounds, then new ones.
SMILES	HT1080-NT tox	IL-1B inflam inh	GLP1R cytotox	KB-V1 MDR tox	HT1080 IDH1KD tx	MCF10A rereplic	DRD3 agonist	SW480 rerep	KB-3-1 tox
Cc1ccc(NC(=O)CSc2nnnn2-c2ccc3c(c2)OCO3)cc1C	-7.0%	-16.9	?	-21.2%	-8.2%	16.4µM*	1.3	?	-0.8%
CCN(CC)S(=O)(=O)c1cc(C(=O)Nc2cccnc2Cl)ccc1Cl	-10.3%	42.9	-3.5%	?	-6.8%	3.7%	-2.6	-6.0%	-1.3%
O=C(NCCCN1CCCC1=O)C(=O)NCC1OCCCN1S(=O)(=O)c1cc(F)ccc1F (stereo not given)	3.7%	i	6.4%	6.1%	-0.8%	0.5%	3.5	-23.6%	-8.6%
CCN1CCN(C(=O)N2CCOCC2)CC1	16.0%	-2.2	0.0%	8.4%	20.0%	-4.9%	-5.0	-6.2%	0.3%
COc1ccc(NC(=S)Nc2ccc3c(c2)c(=O)n(C)n3-c2ccccc2)cc1	-26.9%	-25.2	-15.7%	-2.0%	?	nt	-16.5	nt	-1.8%
O=C(Cn1cnc2c(cnn2-c2ccc(Cl)cc2)c1=O)NC1CCCCC1	3.9%	6.7	-11.2%	?	1.3%	2.4%	-4.0	-8.8%	2.0%
CC1CCCCN1C(=O)Cn1ncc2c3ccccc3n(Cc3ccccc3F)c2c1=O (stereo not given)	nt	nt	0.6%	?	nt	nt	-5.3	nt	0.2%
COc1cccc(NC(=O)NCCC2=CCCCC2)c1	3.2%	23.1	-21.6%	-1.5%	-7.4%	10.5%	-2.4	-5.7%	-1.3%
O=C(NCc1ccco1)c1ccccc1NS(=O)(=O)c1ccc2c(c1)OCCO2	13.4%	10.8	-0.5%	-26.0%	6.1%[9.24 µM]	-2.0%	-2.7	-5.8%	7.2%
CSc1ccccc1OCc1cc(C(=O)N2CCN3CCCC3C2)no1 (stereo not given)	13.2%	-4.6	8.2%	1.3%	11.8%	?	-18.7	1.2%	4.9%
CCNc1nc(NCC)nc(NC(N)=S)n1	-2.8%	40.6	-7.5%	-10.3%	5.5%	0.1%	-1.0	1.6%	3.3%
Cc1ccsc1C(=O)OCC(=O)NC1CC1	-0.3%	7.3	-0.8%	21.5%	8.4%	-1.1%	-1.9	6.7%	13.6%
O=C(Cc1csc(-c2cccc(F)c2)n1)Nc1cccc(S(=O)(=O)NC2=NCCC2)c1	8.1%	-27.0	4.6%	-0.5%	1.7%	nt	0.2	nt	19.2%
COc1ccc(/C=C2\SC(=S)N(CCCC(=O)Nc3cc(C)on3)C2=O)cc1OC	16.2%	5.2	16.4%	-14.2%	20.5%	1.2%	-6.8	-2.8%	-9.0%
CCCn1c(SCC(N)=O)nc2c(c1=O)C1(CCCC1)Cc1ccccc1-2	0.6%	-58.3*	1.8%	-14.6%	6.8%	?	-5.3	-8.5%	-0.1%
COc1ccccc1N1CCN(S(=O)(=O)c2ccccc2)CC1	4.9%	-20.9	5.2%	-5.0%	-16.0%	-4.4%	0.5	-10.9%	-0.6%
CCn1c(=O)cc(OCC(=O)Nc2ccccc2Cl)c2ccccc21	nt	nt	0.4%	-4.9%	nt	nt	10.4	nt	5.0%
CC(C)(C)NC(=S)NNC(=O)c1ccncc1	23.4%	11.8	?	24.3%	20.0%	-6.0%	-3.3	1.9%	6.6%
COc1ccc(OC)c(C2=Nn3c(nnc3-c3ccco3)SC2)c1	-1.7%	-18.8	1.3%	?	-13.2%	9.0%	2.9	18.3%	-4.4%
Cc1nnc(SCc2nnc(-c3ccc(Cl)cc3)o2)n1-c1ccccc1	1.2%	19.0	0.0%	-1.4%	-8.7%	15.6%	-0.2	20.0%	-9.1%
CCOC(=O)CSc1nnc(-c2ccccc2)o1	9.1%	13.3	-12.1%	?	3.1%	-1.6%	6.3	1.9%	1.9%
CCC(=O)N1CCN(c2ccc(Cl)cc2NC(=S)NC(=O)c2ccco2)CC1	5.1%	0.7	3.4%	?	-2.7%	10.9%	5.0	1.7%	-8.2%
FC(F)(F)c1ccc(N2CCN(Cc3ccc4c(c3)OCO4)CC2)nc1	-5.1%	-9.0	18.5%	?	-20.8%	11.3%	-57.6	-3.0%	-17.5%
CCCCn1nnnc1SCC(=O)NCc1ccco1	-0.8%	-1.5	-3.8%	8.1%	6.3%	1.1%	0.6	-8.0%	2.7%
COc1ccc(C(=O)Nc2cc3c(cc2N2CCCC2)n(C)c(=O)c(=O)n3C)cc1OC	nt	nt	-3.7%	3.4%	nt	nt	1.0	nt	3.0%
O=C(NNC(=O)c1ccccc1OCc1ccccc1)c1ccccc1F	-6.5%	-14.3	0.9%	-6.2%	-10.9%	3.0%	7.1	-8.2%	14.5%
O=C(NCC1CCCO1)C(c1cccs1)N(Cc1ccccc1)C(=O)c1ccc(-c2ccccc2)[nH]1 (stereo not given)	-21.0%	0.0	-24.8%	3.66µM*	-15.0%	26.1%	-5.6	24.7%	3.9%
O=C(NCc1cccc(Br)c1)C1CC2Cn3c(nc4ccccc43)C2N1c1ccccc1 (stereo not given)	1.0%	0.0	-15.9%	5.0%	-1.2%	8.3%	-7.5	-1.3%	-3.7%
CCCc1cc(C(=O)Nc2cnn(Cc3ccc(F)cc3)c2)no1	-8.5%	17.9	-7.1%	7.8%	-17.4%	9.6%	0.5	-3.9%	6.0%
COCCCNC(=S)NNC(=O)c1ccccn1	-19.0%	187.0	5.6%	?	-14.0%	?	1.9	?	-14.8%
CCOC(=O)c1cc(NC(=O)N(CC)CC)c(C)nc1C	0.4%	37.4	-15.8%	0.0%	7.3%	-18.4%	9.2	-2.6%	-3.4%
CCc1ccc(CCC(=O)Nc2nnc(C)s2)o1	2.1%	-1.5	7.2%	?	11.2%	-1.1%	1.0	0.0%	-0.9%
O=C(NCCc1ccccc1)C1CCCN(c2ncnc3c2nc2n3CCCCC2)C1 (stereo not given)	-1.0%	25.2	-9.8%	0.0%	-1.4%	1.9%	-1.0	?	?
CCOc1ccccc1NC(=O)C1CCN(S(=O)(=O)c2cc(Br)cc3c2N(C(C)=O)CC3)CC1	nt	nt	0.6%	17.4%	nt	nt	7.2	nt	10.5%
Cc1cc(C)n(CCN(C)C(=O)C2CCC(=O)N(CCN3CCOCC3)C2)n1 (stereo not given)	4.2%	6.7	-2.1%	5.2%	6.2%	0.4%	1.2	-7.3%	25.5%
Cc1ccc(CNC(=O)c2cc3c(-c4ccc(Cl)cc4)nn(C)c3s2)o1	-28.1%	?	-23.2%	?	-21.1%	6.3%	-2.1	19.0%	?
CN(C(=O)c1ccccn1)c1nnc(-c2ccccn2)s1	?	3.1	2.0%	?	25.4%	3.2%	-8.8	2.4%	23.0%
